RGS4 inh = human RGS4 inhibition; B-score at 10 µM; 310,000 tested, 0.45% active; AID 463165; HEK293 M3R/RGS4 inducible, Fluo-4 calcium flux; active compounds read high; triggered by carbachol at its EC20; P49798;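 active = B-score, a plate-corrected calcium signal, over three deviations above library mean, with baseline fluorescence within five deviations of library mean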;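 note: RGS4 expression induced by doxycycline in cells with stable M3 receptor; B-score is computed from the integrated fluorescence ratio over baseline after carbachol; higher B-score means a larger calcium signal and so more RGS4 inhibition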
HDAC3 inhib = human HDAC3 inhibition; inhibition, % at 8.3 µM; recombinant HDAC3, fluorogenic peptide/trypsin coupled, fluorescence; 320,000 tested, 0.15% active; O15379; AID 2718; in the data active = inhibition above about 26%, passing the limit was not always enough
ANO1 activ = activators or potentiators of mouse TMEM16A chloride channel | Q8BHY3 | HEK293 TMEM16A/YFP-H148Q/I152L, iodide quench fluorescence; active compounds read low | B-score at 10 µM | 340,000 tested, 0.3% active | AID 623877;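 active = fluorescence-ratio B-score plate-corrected deviation score at least 3 library SD below zero, with starting fluorescence score within 5 deviations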;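 note: channel opened by trigger with iodide after compound preincubation; score built on the fluorescence ratio of max minus min over baseline; more negative score means more quench and so TMEM16A activation or potentiation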
SKKanGAS inh = blocks kanamycin growth of S. pyogenes SKKanGAS strain. BacTiter-Glo, 6 h. inhibition, % at 7.5 µM. 300,000 tested, 1.3% active. AID 1662;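 active = mean replicate score, as percent of positive control median, at least 50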;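 note: strain carries kanamycin resistance gene driven by streptokinase promoter and grows in 40 µg/ml kanamycin; loss of luminescence reflects streptokinase promoter inhibition or plain growth inhibition; 0% = median of DMSO wells and 100% = positive control at its reference dose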
TRPC6 inh = mouse TRPC6 channel inhibition. Q61143. HEK293-TRPC6, membrane potential dye, ACh-evoked depolarization; active compounds read low. B-score at 10 µM. 310,000 tested, 1.1% active. AID 2553;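 active = B-score under library mean minus 3 SD, initial fluorescence not abnormally high, positive integrated signal ratio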;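 note: B-score derived from integrated fluorescence ratio over the kinetic read; more negative B-score means stronger inhibition of depolarization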
Target sequence (Q61143 whole entry, looked up): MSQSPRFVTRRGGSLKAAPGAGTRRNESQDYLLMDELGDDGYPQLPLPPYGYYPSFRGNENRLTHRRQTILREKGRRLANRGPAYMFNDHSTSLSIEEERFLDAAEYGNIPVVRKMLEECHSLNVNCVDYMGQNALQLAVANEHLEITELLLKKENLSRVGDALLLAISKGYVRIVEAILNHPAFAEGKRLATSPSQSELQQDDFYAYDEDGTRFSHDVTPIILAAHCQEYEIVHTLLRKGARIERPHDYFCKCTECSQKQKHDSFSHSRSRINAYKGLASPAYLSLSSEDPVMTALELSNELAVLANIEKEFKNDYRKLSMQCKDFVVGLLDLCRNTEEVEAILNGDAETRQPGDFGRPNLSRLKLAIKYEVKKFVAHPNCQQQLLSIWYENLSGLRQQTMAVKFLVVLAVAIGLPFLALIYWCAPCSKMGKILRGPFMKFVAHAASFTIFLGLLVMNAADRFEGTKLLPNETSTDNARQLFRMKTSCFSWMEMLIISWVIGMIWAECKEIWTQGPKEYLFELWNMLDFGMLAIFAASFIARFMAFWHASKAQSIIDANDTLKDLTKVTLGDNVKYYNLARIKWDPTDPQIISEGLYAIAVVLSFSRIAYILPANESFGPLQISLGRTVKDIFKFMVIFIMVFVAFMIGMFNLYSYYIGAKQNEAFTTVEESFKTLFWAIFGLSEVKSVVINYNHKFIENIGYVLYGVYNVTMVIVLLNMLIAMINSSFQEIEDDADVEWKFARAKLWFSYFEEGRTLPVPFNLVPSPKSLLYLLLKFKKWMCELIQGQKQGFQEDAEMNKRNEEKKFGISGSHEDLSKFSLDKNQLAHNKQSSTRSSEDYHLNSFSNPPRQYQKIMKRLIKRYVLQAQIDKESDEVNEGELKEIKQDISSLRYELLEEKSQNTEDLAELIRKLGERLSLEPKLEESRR
MrgX1 allo act = human MrgX1 positive allosteric modulation, primary screen. 310,000 tested, 0.63% active. B-score at 10 µM. MrgX1-HEK293, Fluo-4 calcium flux, FDSS; active compounds read high;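 active = plate-corrected calcium response at least 3 library SD above typical, normal starting fluorescence, not activating the receptor alone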;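 note: compound read alongside a low EC10 to EC30 dose of BAM8-22 agonist; peak minus trough fluorescence over baseline measured at the second addition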
ANO1 block = mouse TMEM16A channel inhibition, primary screen; HEK293 TMEM16A/YFP iodide influx fluorescence, ionomycin; normalized B-score (activity score, 25-100; higher = stronger inhibition) at 10 µM; 310,000 tested, 1.2% active; AID 588511;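 active = ratio plate-corrected score three or more library SD toward inhibition, starting fluorescence score within five deviations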;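 note: score derived from kinetic fluorescence span divided by baseline fluorescence per well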
RGS4 pot = RGS4 potentiation or activation | HEK293 M3R/inducible RGS4, carbachol calcium flux Fluo4; active compounds read low | B-score at 10 µM | 310,000 tested, 0.92% active;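 active = B-score of the integrated calcium signal more than 4 SD below the library mean, with starting fluorescence not abnormally high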;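 note: negative B-score means reduced calcium response which marks RGS4 activation or potentiation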
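Material: M3R-expressing HEK293 line, RGS4 induced by doxycycline | Schedule: Overnight RGS4 induction, 30 min dye load 37 °C, 20 min compound RT | Measured by: Fluo4 fluorescence kinetic imaging of calcium | Read-out: Integrated calcium ratio converted to B score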
TRPC6 act = mouse TRPC6 channel activation; Q61143; HEK293-TRPC6 membrane potential dye fluorescence; active compounds read high; B-score at 10 µM; 310,000 tested, 0.13% active; AID 2550;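 active = B-score of the integrated fluorescence ratio above library mean plus 3 SD, and starting fluorescence ratio within library mean plus 5 SD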;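 note: higher score means more depolarization so channel activation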
MrgX1 antag = antagonists of human MrgX1 receptor. Q96LB2. MRGX1-HEK293 calcium flux, Fluo-4, BAM8-22 antagonism; active compounds read low. B-score at 10 µM. 310,000 tested, 1.3% active. AID 588676;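 active = calcium-response B-score plate-corrected more than 3 library SD below zero, starting fluorescence within 5 deviations, no agonist response on first addition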;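 note: peak minus trough fluorescence over baseline after final BAM8-22 challenge near maximal dose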
MrgX1 agonist = human MrgX1 receptor agonism, primary screen. MrgX1-HEK293 cells, Fluo-4 calcium fluorescence, agonist mode; active compounds read high. B-score at 10 µM. Q96LB2. 310,000 tested, 0.44% active. AID 588627;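 active = calcium response B-score plate-corrected fluorescence ratio at least 3 library SD, with starting fluorescence B-score inside 5 SD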
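Assay system: MrgX1-expressing HEK293 cells / Amount: fifteen thousand cells per well / Doses: test compound in the initial addition of three / Timing: cells plated overnight, dye loaded 0.5 h 37 °C, 0.5 h room temperature / Technique: kinetic calcium dye fluorescence, Fluo-4 NW / Control set: positive and negative controls per plate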
Starred values were filed as active, the others as inactive; i = inactive; x = not tested or not shown. Not a hit list, and some 6.7% of all compounds hit somewhere here.

SMILES | RGS4 inh | HDAC3 inhib | ANO1 activ | SKKanGAS inh | TRPC6 inh | MrgX1 allo act | ANO1 block | RGS4 pot | TRPC6 act | MrgX1 antag | MrgX1 agonist
NC(=O)c1ccccc1OC1CCC1 | i | -2 | i | 2 | i | i | i | i | i | i | i
COCCNC(=O)COC(=O)c1[nH]c(C)c(C(C)=O)c1C | i | -10 | i | -5 | i | i | 100* | i | i | i | i
COc1cc(/C=C/C(=O)CC(=O)/C=C/c2ccc(O)c(OC)c2)ccc1O | i | 19 | i | 7 | i | i | i | i | 75* | i | 143*
Cc1nn(C)cc1CN(C)C(=O)c1cc(-c2ccccc2)nc2ccc(Br)cc12 | i | 21 | i | 5 | i | i | i | i | i | i | i
Cc1ccc(NC(=O)Cn2cnc([N+](=O)[O-])c2)cc1C | i | -5 | i | -1 | i | i | i | i | i | i | i
COc1ccc(C(=O)NCc2ccc3c(c2)OCO3)cc1S(=O)(=O)NCc1ccc(Cl)cc1 | i | 4 | i | 2 | i | i | i | i | i | i | i
Cc1ccc(N2CCN(C3=NC(=O)/C(=C\c4cccs4)S3)CC2)cc1 | i | 2 | i | 27 | i | i | i | i | i | i | i
CCn1c(C)nc2cc(C(=O)NNC(=O)Nc3ccc(Cl)c(Cl)c3)ccc21 | i | -6 | x | 8 | i | i | i | i | i | i | i
COc1ccc(C(=O)NN(c2ccccc2)c2ccccc2)cc1 | i | -2 | i | -7 | i | i | i | i | i | i | i
Cc1ccc(S(C)(=O)=O)cc1C(=O)NC(C)C1CC2CCC1C2 (stereo unspecified) | i | -2 | i | 6 | i | i | i | i | i | i | i
CN1/C(=C\C(=O)COc2ccc3c(c2)OCO3)C(C)(C)c2ccccc21 | i | 11 | i | 14 | i | i | i | i | i | i | i
Cc1cc(C(=O)NP(=O)(N2CCOCC2)N2CCOCC2)c(C)n1-c1ccc(N(C)C)cc1 | i | 7 | i | -7 | i | i | i | i | i | i | i
O=C(CSc1nc2ccc(NC(=O)CSc3nnnn3-c3ccccc3)cc2s1)Nc1ccccc1 | i | -16 | i | 2 | i | i | i | i | i | i | i
COc1cccc(N=c2oc3cc(O)ccc3cc2C(=O)NCC2CCCO2)c1 (stereo unspecified) | i | 0 | i | 34 | i | i | i | i | i | i | i
COc1cccc(C2C(C(=O)c3cc4cccc(OC)c4o3)=C(O)C(=O)N2c2cc(C)on2)c1OC (stereo unspecified) | i | 2 | i | 6 | i | i | i | i | i | i | i
COc1cc(OC)c(OC)cc1CN1CCCC(C(=O)N2CCCCC2)C1 (stereo unspecified) | i | -9 | i | -5 | i | i | i | i | i | i | i
COc1ccccc1NC(=S)N(Cc1ccccc1)Cc1ccccn1 | i | 1 | i | -4 | i | 6.6* | i | i | i | i | i
COc1ccc2nc(NC(=O)CC3Oc4ccccc4NC3=O)sc2c1 (stereo unspecified) | i | -2 | i | -12 | i | i | i | i | i | i | i
O=C(CCN1C(=O)c2ccccc2C1=O)OCn1nnc2ccccc2c1=O | i | -3 | i | -4 | i | i | i | i | i | i | i
O=C(N/C(=C\c1cccs1)C(=O)N1CCCCCC1)c1ccccc1 | i | 5 | i | -13 | i | i | i | i | i | i | i
Cc1c(C)c2c(OCC(=O)N[C@@H](C)C(=O)O)cc3c(c2oc1=O)CCC(C)(C)O3 | i | -136 | i | -2 | i | i | i | i | i | i | i
Clc1ccc(-c2nnc(SCc3nc4ccccc4[nH]3)o2)c(Cl)c1 | i | 5 | i | 2 | i | i | i | i | i | i | i
Cc1ccc2nsnc2c1NC(=O)c1ccccc1[N+](=O)[O-] | i | 0 | i | 0 | i | i | i | i | i | i | i
CN1C(C(=O)NCCc2cccs2)CC2Cn3c(nc4cc5ccccc5cc43)C21 (stereo unspecified) | i | -2 | i | 13 | i | i | i | i | i | i | i
CSCCC(NC(=O)c1ccc(Cl)cc1)C(=O)O (stereo unspecified) | i | 1 | i | -9 | i | i | i | i | i | i | i
O=C(NCCCn1ccnc1)C(=O)NCC(c1cccnc1)N1CCN(c2ccc(F)cc2)CC1 (stereo unspecified) | i | 6 | i | 3 | i | i | i | i | i | i | i
COC(=O)[C@@H]1C[C@@]2(O)[C@@H](O)[C@@H](O)[C@@H](O)C[C@H]2N1Cc1ccc(C)s1 | i | 3 | i | 1 | i | i | i | i | i | i | i
CCC(/C=N/NC(=O)c1ccccc1F)CC | i | 0 | i | x | i | i | i | i | i | i | i
ClCC1=Nc2cccc3cccc(c23)N1 | 8.7* | 2 | x | -4 | i | i | i | i | i | i | i
Cc1cccc(OCCN2C(=O)C(=O)c3cc(C)ccc32)c1 | i | 14 | i | 7 | i | i | i | i | i | i | i
CCOc1ccc(NC(=O)C2CCCN(c3nc(C)cc(C)n3)C2)cc1 (stereo unspecified) | i | -1 | i | -1 | i | i | i | i | i | i | i
COc1ccc(C(C(=O)NC2CCCC2)N(CC2CCCO2)C(=O)Cn2nnc(-c3ccc(C)o3)n2)cc1 (stereo unspecified) | i | 8 | i | 1 | -6.2* | i | i | i | i | i | i
Cc1ccc(NC(=O)C2CCN(S(=O)(=O)c3ccc4c(c3)NC(=O)CO4)CC2)cc1 | i | -2 | i | 0 | i | i | i | i | i | i | i
COc1ccc(-n2ncc(C(C)NS(=O)(=O)c3ccc(C)s3)c2C)cc1 (stereo unspecified) | i | 2 | i | 13 | i | i | i | i | i | i | i
COc1ccc(O)c(C(=O)c2cnc3c(c2)CN(C)C(=O)N3)c1 | i | -12 | i | 1 | i | i | i | i | i | i | i
COc1cccc(Cn2c(NCc3ccco3)nc3c2c(=O)n(C)c(=O)n3C)c1 | i | 6 | x | -3 | i | i | i | i | i | i | i
CCOCCOc1cccc(C(=O)NC(C)c2ccc3ccccc3c2)c1 (stereo unspecified) | i | 2 | i | 1 | i | i | i | i | i | i | i
O=C(CCN1CCOCC1)c1ccc2c(c1)OCCO2 | 21* | 5 | i | -7 | i | i | i | i | i | i | i
CC(C)N(Cc1nccn1C)C(=O)c1cc(COc2ccc(F)cc2Cl)on1 | i | -2 | i | -3 | i | i | i | i | i | i | i
CC1(c2ccccc2)CC(C)(C)N2C(=O)Cc3cccc1c32 (stereo unspecified) | i | 4 | i | 9 | i | i | i | i | i | i | i
O=C(COC(=O)Cc1ccc(Cl)cc1)Nc1ccccc1-c1ccccc1 | i | 6 | i | 1 | i | i | i | i | i | i | i
O=C(O)Cn1cc(/C=N/Nc2ccc([N+](=O)[O-])cn2)c2ccccc21 | i | 9 | i | -1 | i | i | i | i | i | i | i
Cc1ccc(S(=O)(=O)N(Cc2ccc(F)cc2)Cc2ccco2)cc1 | i | -1 | i | -2 | i | i | 100* | i | i | i | i
N#Cc1c[nH]n2c(=O)cc(Cc3ccccc3)nc12 | i | -4 | i | 1 | i | i | i | i | i | i | i
CCCNC(=O)c1nn2c(C(F)(F)F)cc(-c3ccccc3)nc2c1Cl | i | 2 | i | 8 | i | i | i | i | i | i | i
CC1=CN2C(=NC(=O)CC2(C)C(=O)N(CC(=O)NC2CCCC2)c2ccccc2C)C=C1 (stereo unspecified) | i | -74 | i | -4 | i | i | i | i | i | i | i
CCN1CCN(CCc2nc3cc(NC(=O)COc4ccccc4)ccc3n2C)CC1 | i | -2 | i | -3 | i | i | i | i | i | i | i
COc1ccccc1CP(=O)(c1ccccc1)c1ccccc1 | i | 1 | i | -4 | i | i | i | i | i | i | i
O=C(N/N=C/c1cc([N+](=O)[O-])ccc1O)C(O)(c1ccccc1)c1ccccc1 | i | 1 | i | 51* | i | 9.4* | i | i | i | i | i
N#Cc1c(Nc2ccc(Cl)cc2)s[nH]c1=O | i | -2 | i | 12 | i | i | i | i | i | i | i
O=C(Cn1nc(C(=O)O)c2ccccc2c1=O)NCC1CCCO1 (stereo unspecified) | i | -3 | i | -3 | i | i | i | i | i | i | i
O=C(Nc1ccc2nc(C3CC3)n(Cc3ccccc3)c(=O)c2c1)C1CC1 | i | -1 | i | -1 | i | i | i | i | i | i | i
CC(C)N1C(=O)CCC1C(=O)NCc1ccccc1Cl (stereo unspecified) | i | -5 | i | -6 | i | i | i | i | i | i | i
O=C(NN=C1CCN(Cc2ccccc2)CC1)C(O)c1ccccc1 (stereo unspecified) | i | -2 | i | -1 | i | i | i | i | i | i | i
COc1ccccc1C(=O)NCCC(=O)NNC(=O)Cn1ccc(C(F)(F)F)n1 | i | 0 | i | -3 | i | i | i | i | i | i | i
Cc1ccccc1N(CC(=O)NC1CCCC1)C(=O)c1csnn1 | i | x | i | 6 | i | i | i | i | i | i | i
COc1ccc2c(c1)c(=O)oc1cc(OCC(=O)N3CCCC(C)C3)ccc12 (stereo unspecified) | i | -2 | i | 15 | i | i | i | i | i | i | i
N[C@@H](CCC(=O)N[C@@H](CSN=O)C(=O)NCC(=O)O)C(=O)O | x | -4 | i | x | x | i | i | x | x | i | i
O=C(N/N=C/c1ccccc1F)NC1CCCCC1 | i | 2 | i | -10 | i | i | i | i | i | i | i
Cc1cc(C)nc(N2CCCC(C(=O)Nc3ccc(F)cc3)C2)n1 (stereo unspecified) | i | 3 | i | 3 | i | i | i | i | i | i | i

The listing continues.
SMILES | RGS4 inh | HDAC3 inhib | ANO1 activ | SKKanGAS inh | TRPC6 inh | MrgX1 allo act | ANO1 block | RGS4 pot | TRPC6 act | MrgX1 antag | MrgX1 agonist
O=C(Nc1cccs1)Nc1cccnc1Cl | i | -1 | i | 0 | i | i | i | i | i | i | i
CCN(CC)S(=O)(=O)c1ccc(C(=O)OCn2c(SC)nnc(C)c2=O)cc1 | i | 7 | i | 2 | i | i | i | i | i | i | i
O=C(NCc1ccco1)c1noc2c1CCCCC2 | i | 1 | i | -3 | i | i | i | i | i | i | i
O=C(O)COc1cccc(/C=C2/SC(=S)N(Cc3ccccc3)C2=O)c1 | 5.7* | 4 | i | 17 | i | i | i | i | i | i | i
O=C1C2CC=CCC2C(=O)N1Cc1ccccc1 (stereo unspecified) | i | 2 | i | 6 | i | i | i | i | i | i | i
Cc1csc(NC(=O)c2ccc3c(=O)n4c(nc3c2)CCCCC4)n1 | i | 6 | i | 16 | i | i | i | i | i | i | i
O=C(Nc1ccccc1N1CCCC1)c1ccc([N+](=O)[O-])o1 | i | 3 | i | 8 | i | i | i | i | i | i | i

Source: PubChem
